Peg3 prom inh – inhibitors of Peg3 promoter | HeLa PEG-Prom luciferase reporter, luminescence, overnight | inhibition, % at 20 µM | hit rate 1.7% among 360,000;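 active = inhibition of at least 50% at 20 µM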
NR2E3 ag-1 – activates human photoreceptor nuclear receptor NR2E3; inhibition of corepressor binding, % at 4.78 µM; AID 2300; hit rate 0.12% among 320,000; Q9Y5X4; GST-NR2E3/biotin-RetCOR TR-FRET, 1536-well;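 active = percent inhibition above the cutoff of mean plus 3 SD of all tested compounds, set per screening campaign, cut at about 20% in these data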;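 also: 0% = DMSO wells and 100% = biotin wells as full block of FRET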
Target sequence (Q9Y5X4 whole entry, looked up): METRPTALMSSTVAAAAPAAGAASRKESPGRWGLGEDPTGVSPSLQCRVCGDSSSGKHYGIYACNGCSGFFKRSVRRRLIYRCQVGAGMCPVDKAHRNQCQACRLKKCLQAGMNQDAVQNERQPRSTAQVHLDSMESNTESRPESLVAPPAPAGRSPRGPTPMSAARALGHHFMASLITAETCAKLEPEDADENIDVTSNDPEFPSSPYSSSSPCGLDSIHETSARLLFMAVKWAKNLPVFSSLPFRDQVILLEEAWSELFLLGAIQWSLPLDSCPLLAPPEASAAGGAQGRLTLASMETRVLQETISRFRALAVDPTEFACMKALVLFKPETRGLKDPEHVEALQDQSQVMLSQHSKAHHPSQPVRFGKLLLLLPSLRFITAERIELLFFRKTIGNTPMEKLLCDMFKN
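Material: NR2E3–RetCOR corepressor complex / Incubation: Compound–protein incubation for 5 h at 4 °C / Dosing: compound at 4.8 µM, single dose / Detection: time-resolved FRET / Benchmarks: high control biotin, low control 0.6% DMSO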
Shn3 inh set2 – reduces Shn3 3'UTR luciferase signal in osteoblasts | Clone20 osteoblast Shn3 3'UTR firefly luciferase, 24 h | inhibition, % at 12.5 µM | hit rate 0.52% among 360,000;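 active = mean inhibition of at least 75% with every replicate also reaching 75%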;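 also: 0% = median of neutral control wells and 100% = pilot-screen positive control compound; some compounds past the cut are filed as inactive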
C8 TRAIL sens – caspase-8 TRAIL sensitization. NB7+C8 cells + TRAIL, ATPlite viability luminescence. inhibition (viability loss, TRAIL sensitization), % at 10 µM. hit rate 1% among 360,000. AID 624354;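 active = compounds causing at least 50% loss of cell viability in the single-dose screen, relative to plate controls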
NR2E3 ag-2 – agonists of human NR2E3 nuclear receptor. Q9Y5X4. CHO-S Gal4-NCOR/VP16-NR2E3 two-hybrid, luciferase. inhibition of corepressor binding, % at 3.98 µM. hit rate 0.35% among 360,000. AID 602229;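 active = inhibition above the mean of all tested compounds plus 3 SD, cut at about 70% in these data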;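 also: 0% = DMSO with NR2E3 transfected cells and 100% = cells lacking NR2E3 construct; higher means lower luciferase signal from less NR2E3 corepressor binding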
TRPM1 prom inh – MITF TRPM1 promoter inhibition in SK-MEL-5 cells | SK-MEL-5 TRPM1 promoter luciferase, 24 h | inhibition, % at 12.5 µM | hit rate 0.83% among 330,000;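 active = mean inhibition across replicates of 60% or more, whatever share of single replicates reaches that level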; also: values of inactives mirror those of a sister screen read the other way
EBV LMP1 NFkB – inhibitors of Epstein-Barr LMP1-induced NF-kappaB reporter. LMP1-induced NF-kappaB luciferase reporter cells, luminescence. hit rate 0.69% among 350,000. inhibition, % at 12.5 µM; in the data active = inhibition above about 41%;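 also: 0% = neutral control wells and 100% = reference inhibitor control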
hiPSC survival – enhancers of human iPSC single-cell survival. hiPSC single-cell survival, ATPlite luminescence; 100% = ROCK inhibitor wells, 0% = DMSO. survival enhancement, % at 20 µM. hit rate 0.044% among 360,000. AID 602274; in the data active = survival enhancement above about 18%;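 also: cells exposed to compounds for 16 hours before the ATP read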
HIF-2a inh – inhibitors of HIF-2a; hit rate 0.72% among 360,000; AID 624352; 786-0 RCC cells HIF-2a reporter, luciferase luminescence, overnight; inhibition, % at 18.8 µM;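 active = inhibition of the luminescence signal of 40% or more relative to plate controls, in a single-dose primary screen at 18.75 µM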
CF NFkB inh – blocks PAF-induced NF-kB reporter in cystic fibrosis cells | KKLEB NF-kB-GFP reporter, GFP fluorescence overnight | inhibition, % at 5 µM | hit rate 0.86% among 360,000;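 active = at least 50% inhibition at 5 µM, scaled per plate between neutral and stimulator controls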;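 also: PAF is a Pseudomonas aeruginosa culture filtrate used as stimulus; plate controls were PAF-stimulated DMSO wells for no effect and unstimulated DMSO wells for full effect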
KKLEB tox – reduces viability of KKLEB cystic fibrosis airway cells | KKLEB CF airway cells viability, ATPlite luminescence, overnight; stronger effect = lower value; cells stimulated with P. aeruginosa culture filtrate | activity change (cytotoxicity), % at 5 µM | hit rate 0.36% among 360,000 | AID 602141;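 active = corrected activity change at or below -50% at 5 µM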
Starred values were filed as active, the others as inactive; . = not tested or not shown. An excerpt. The share of hits here may be higher or lower than overall.

SMILES	Peg3 prom inh	NR2E3 ag-1	Shn3 inh set2	C8 TRAIL sens	NR2E3 ag-2	TRPM1 prom inh	EBV LMP1 NFkB	hiPSC survival	HIF-2a inh	CF NFkB inh	KKLEB tox
NNC(=O)COc1ccc(C2SCCS2)cc1	6	4	-16	-5	13	-2	-3	0.0	18	-13	-2
Cc1ccccc1C(=O)NNC(=O)c1ccncc1	6	.	1	-8	-15	-5	-17	0.2	9	5	-2
COc1cccc(/C=N/NC(=O)c2cccc(N3CCCC3=O)c2)c1	-204	2	-82	10	-71	-74	-26	-0.6	-236	-14	15
COc1ccccc1NC(=O)Nc1ccccc1SC	-1	2	3	-14	-19	2	1	-0.9	-9	26	-31
O=C(CC[C@H]1O[C@@H](n2ccc(=O)[nH]c2=O)[C@H](O)[C@@H]1O)N[C@H](Cc1ccccc1)C(=O)NCc1cccs1	-5	.	-4	10	2	.	.	1.0	7	-8	5
O=C1C=C(c2cccc(Cl)c2)C[C@@H](c2ccc3c(c2)OCO3)C1	8	1	-6	-1	-4	7	-3	-0.6	-6	9	-3
COc1ccc(CCNC(=O)c2nonc2N)cc1	-105	1	-58	3	-21	-21	0	1.0	-133	-10	-2
Cc1ccc(NC(=O)CSc2ccc(-c3ccco3)nn2)cc1	-29	2	1	-10	-26	-10	8	-0.2	-30	-5	9
COc1cc(C(=O)N2CCC(N3CCCCCC3)CC2)cc(OC)c1OC	14	2	4	15	11	2	1	2.9	15	23	-5
CSc1ccc(CNC(=O)C2CCC(=O)N(Cc3cccc(F)c3)C2)cc1 (configuration not stated)	14	.	-14	-5	2	15	0	-0.2	13	-13	-9
COCCCn1c(SCC(=O)Nc2sc3c(c2C#N)CCCC3)nnc1-c1ccncc1	-1	-1	-2	0	3	12	5	-2.4	-12	5	-6
COc1ccc(-c2cc(NC(C)=O)c3ncc(-c4cc(OC)c(OC)c(OC)c4)n3c2)cn1	10	.	23	-2	-59	.	.	-3.3	-17	-18	-10
CCOc1cc(C=O)cc(Br)c1OCC(=O)NCCc1ccccc1	12	3	-5	2	-14	11	1	0.7	9	2	13
CCOc1ccccc1NC(=O)c1cccc(NC(=O)c2ccco2)c1	14	0	8	20	-118	4	3	0.7	-18	2	3
CN1CCC(N(C)S(=O)(=O)c2ccc(NC(=O)COc3ccc(Cl)cc3)cc2)CC1	6	-4	9	4	26	-5	-3	-2.9	11	11	-8
Cc1ccc2c(c1)c1c(n2C)-c2[nH]ncc2CC1	-120	-3	-11	3	-1	-39	-34	0.1	-156	-20	-8
CCc1cccc2c(SC(C)C(=O)NCC3CCCO3)nc(-c3ccccc3)nc12 (configuration not stated)	10	2	-19	15	-11	-5	-3	-1.1	-2	-13	0
Cc1cc(C)c(C)c(OCCCCN(C)Cc2ccccc2)c1	-1	2	-3	13	-16	2	0	-0.7	7	4	-2
COc1ccc(NC(=O)c2ccc3c(c2)C(=O)N(CC2CCCO2)C3=O)cc1O (configuration not stated)	5	6	4	-13	7	-1	-6	-0.4	11	-48	11
COCCCN(C(=O)Cn1ncc2c(=O)oc3ccc(C)cc3c21)C(C)c1ccncc1 (configuration not stated)	9	-2	-23	-8	4	.	-4	-1.2	4	1	-1
Cc1n[nH]c(C)c1CCNC(=O)C1CCC(=O)N(CCc2cccc(F)c2)C1 (configuration not stated)	5	3	3	-7	2	-6	0	0.1	10	-16	3
COC(=O)C(NC(=O)CCc1nnc2ccc(N3CCCCC3)nn12)C(C)C (configuration not stated)	-8	1	13	7	-12	0	-7	1.0	19	2	1
c1ccc(-c2ccccc2OCCOCCN2CCOCC2)cc1	7	-3	-9	7	-7	10	-7	0.4	2	15	2
CCNC(=S)NNC(=O)c1csc(C(C)C)c1	-160	1	-50	4	-74	-26	-17	-1.0	-243	-1	5
CC(C)c1ccc(S(=O)(=O)N2CCN(C(=O)C3CC3C)CC2)cc1 (configuration not stated)	24	-1	13	-5	-9	-7	-4	-0.2	2	7	-7

Overlap with the part before: two compounds; new compounds follow.
SMILES	Peg3 prom inh	NR2E3 ag-1	Shn3 inh set2	C8 TRAIL sens	NR2E3 ag-2	TRPM1 prom inh	EBV LMP1 NFkB	hiPSC survival	HIF-2a inh	CF NFkB inh	KKLEB tox
CCNC(=S)NNC(=O)c1csc(C(C)C)c1	-160	1	-50	4	-74	-26	-17	-1.0	-243	-1	5
CC(C)c1ccc(S(=O)(=O)N2CCN(C(=O)C3CC3C)CC2)cc1 (configuration not stated)	24	-1	13	-5	-9	-7	-4	-0.2	2	7	-7
OCCNCc1cccc(Br)c1	8	-4	-11	-4	-8	-5	-25	-1.1	14	-20	1
COc1ccc(CN(C2CCCC2)S(=O)(=O)c2ccc(-n3cnnn3)c(OC)c2)cc1OC	16	0	34	9	11	-1	7	3.2	15	21	-12
CC(OC(=O)CNC(=O)C1CCCCC1)C(=O)NCc1ccccc1 (configuration not stated)	6	.	-6	-14	-13	0	-3	-1.6	1	25	-19
CC1(C)CC(=O)/C(=C\c2cccc([N+](=O)[O-])c2)C(C)(C)N1	28	-1	-31	10	-11	0	-2	36*	30	21	-12
C/C(CC(=O)Nc1ccccc1C#N)=N\NC(=O)c1ccncc1	4	-1	2	-6	15	7	1	0.2	19	-8	-5
O=C(CCC(=O)N1CCOc2ccccc21)N1CCOCC1	-2	0	-6	-30	-4	.	2	3.6	7	-1	17
CCOC(=O)C1CCN(C(=O)c2ccc(NC(=O)C3CCCO3)cc2)CC1 (configuration not stated)	6	-3	-12	-6	-11	5	0	1.6	-3	4	-6
O=C1Cc2cc(S(=O)(=O)N3CCN(c4ccccc4)CC3)ccc2N1	9	2	1	4	-9	.	-2	-2.7	0	-11	12
Cc1cc(NC(=O)C(C)SCC(=O)OC(C)C(=O)Nc2ccc(F)cc2Cl)no1 (configuration not stated)	1	1	0	-5	-15	0	-2	-0.4	10	20	4
O=C1CC(c2ccc(S(=O)(=O)N3CCCCC3)cc2)CN1 (configuration not stated)	-1	5	-10	7	7	0	-26	-1.5	5	-6	10
CC1(C)CC(=O)C(C=NCCO)=C(O)C1	-1	-2	-15	0	-16	0	-9	-0.5	7	-15	2
CC(=O)Nc1ccc(C=NNc2ccc([N+](=O)[O-])cc2S(=O)(=O)Nc2ccccc2C(=O)O)cc1	7	.	-7	-9	3	-8	-9	-0.3	13	-13	4
CCOC(=O)NCc1ccc2[nH]c(C)cc2c1	8	0	-18	0	13	.	-10	-1.0	13	-18	-5
CCCCNC(=O)C1(C)CCC(=O)N1C1CCN(Cc2ccccc2)CC1 (configuration not stated)	3	.	-11	-14	-6	.	.	2.6	12	-41	5
CN1C(=O)c2ccccc2N(C)C1c1ccc(F)cc1 (configuration not stated)	17	.	15	-3	-29	7	-1	0.5	12	-2	-1
C=C(C)c1cccc(C(C)(C)NC(=O)Nc2nncs2)c1	6	2	15	-7	-9	15	3	0.3	21	-3	7
CC(C)(Oc1ccc(Cl)cc1)C(=O)NCc1ccncc1	7	0	13	-7	4	-8	5	-0.4	11	1	7
CS(=O)(=O)c1cccc(C(=O)NCc2ccc(F)cc2)c1	19	5	6	-13	-5	4	-10	1.5	12	-8	13
COC(=O)Nc1ccc(S(=O)(=O)NNC(=O)c2c(O)c3ccccc3n(C)c2=O)cc1	8	3	11	-16	-23	26	-3	0.4	22	1	-7
CSCC[C@H](NC(=O)c1ccc2c(c1)OCO2)c1nnc2ccccn12	-14	3	10	-6	-8	-15	1	0.5	11	11	3
O=[N+]([O-])c1ccc(C(S(=O)(=O)Cc2ccccc2)S(=O)(=O)Cc2ccccc2)cc1	4	.	-7	-7	-34	.	-17	14	9	-3	-3
Cc1ccc(NS(=O)(=O)c2ccc(-c3coc(C)n3)cc2)c(C)c1	20	2	27	1	74*	5	9	-0.5	5	-35	14
CCCC(C)C(=O)Nc1nc(C)c(-c2csc(Nc3ccccc3OC)n2)s1 (configuration not stated)	13	0	51	8	7	1	-1	-1.3	7	7	-1
Cc1csc(NC(=O)C(C)Oc2ccc(Br)cc2)n1 (configuration not stated)	-20	-1	10	2	14	-7	-3	1.9	-16	1	1
COc1ccc(C2=NN(C(=O)CSc3nc4ccccc4s3)C(c3ccc(F)cc3)C2)cc1 (configuration not stated)	11	-2	12	0	9	-7	-1	4.7	-8	-12	3

Taken from above.
EBV LMP1 NFkB result of CCNC(=S)NNC(=O)c1csc(C(C)C)c1 : -17
Shn3 inh set2 result of COc1ccc(CCNC(=O)c2nonc2N)cc1 : -58
CF NFkB inh result of CN1C(=O)c2ccccc2N(C)C1c1ccc(F)cc1 (configuration not stated) : -2
Peg3 prom inh result of CCCC(C)C(=O)Nc1nc(C)c(-c2csc(Nc3ccccc3OC)n2)s1 (configuration not stated) : 13
KKLEB tox result of CC(=O)Nc1ccc(C=NNc2ccc([N+](=O)[O-])cc2S(=O)(=O)Nc2ccccc2C(=O)O)cc1 : 4
Peg3 prom inh result of COc1ccc(-c2cc(NC(C)=O)c3ncc(-c4cc(OC)c(OC)c(OC)c4)n3c2)cn1 : 10

(further entries)
SMILES	Peg3 prom inh	NR2E3 ag-1	Shn3 inh set2	C8 TRAIL sens	NR2E3 ag-2	TRPM1 prom inh	EBV LMP1 NFkB	hiPSC survival	HIF-2a inh	CF NFkB inh	KKLEB tox
CN(Cc1ccccc1)S(=O)(=O)c1ccc2c(c1)n(C)c(=O)c(=O)n2C	16	2	15	-10	-4	2	-1	0.3	11	0	15
CCCCn1c(SCC(=O)Nc2nccs2)nc2ccccc2c1=O	8	1	24	14	1	5	-4	0.8	24	6	-21
COc1ccc(NC(=O)C2(c3ccc(NC(=O)c4ccc(OC)cc4)cc3)CCCC2)cc1	7	-2	-25	-11	-12	0	9	-1.6	11	5	5
COc1ccc2nc(-n3c(O)c(C4=c5ccccc5=NC4=O)[nH]c3=S)sc2c1	-22	3	7	7	9	10	-2	-0.3	-70	15	14
O=C(NC(c1ccccc1)c1ccc2ccccc2n1)C1CCN(Cc2ccc(Oc3ccccc3)cc2)CC1 (configuration not stated)	-6	.	57	-1	12	.	.	-0.3	-7	-4	-16
CC1CCCCN1C(=O)COC(=O)Cc1c[nH]c2ccccc12 (configuration not stated)	-5	.	6	-4	-15	6	1	-1.1	19	6	-12
O=C(CC1NCCc2ccccc21)Nc1ccccc1 (configuration not stated)	-33	1	-13	1	-45	13	-10	-1.2	-57	2	16
COC(=O)c1sccc1Oc1ccc(F)cc1[N+](=O)[O-]	12	3	-8	-3	6	-2	-5	5.0	7	0	6
CS(=O)(=O)c1cnc(-c2ccccc2)nc1Oc1ccc(Cl)cc1	-2	3	12	-2	-6	11	2	-1.3	3	17	-21
Cc1ccc(CNc2ccc(O)cc2)cc1	-11	.	3	0	3	10	-11	-4.9	-5	20	18
O=C1CC(NNC(=O)c2cccc(F)c2)C(=O)N1 (configuration not stated)	7	1	-2	10	-24	-4	-3	-0.4	-7	-8	16
Cn1c(-c2ccc(C(F)(F)F)cc2)cc2onc(-c3ccccc3)c2c1=O	-249	-1	-139	12	-40	-118	-51	-1.6	-238	-10	-12
CCOC(=O)C1CCN(S(=O)(=O)c2ccc3c(ccn3C)c2)CC1	9	0	-8	-6	-29	-4	-17	-0.6	11	17	-5

Assay outcomes (PubChem)
